From PubChem BioAssay
FLuc modulator: counter-screen for miR-21 project: firefly luciferase inhibitors or activators | P08659 | purified FLuc, Km substrates, luminescence inhibition | Potency, µM (titrated, usually from 57.5 µM), without a hit: top-dose activity change, negative = inhibition, usual class: inhibitors | hit rate 6.9% among 360,000 | AID 588342; active means well fitted inhibition curve with a large enough effect; inconclusive means small, poorly fitted or top-dose-only effect;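 further: plate controls were vehicle for no effect and reference inhibitor for full effect; nearly all actives have a fitted effect of over 55% in size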
Target sequence (P08659 whole entry, looked up): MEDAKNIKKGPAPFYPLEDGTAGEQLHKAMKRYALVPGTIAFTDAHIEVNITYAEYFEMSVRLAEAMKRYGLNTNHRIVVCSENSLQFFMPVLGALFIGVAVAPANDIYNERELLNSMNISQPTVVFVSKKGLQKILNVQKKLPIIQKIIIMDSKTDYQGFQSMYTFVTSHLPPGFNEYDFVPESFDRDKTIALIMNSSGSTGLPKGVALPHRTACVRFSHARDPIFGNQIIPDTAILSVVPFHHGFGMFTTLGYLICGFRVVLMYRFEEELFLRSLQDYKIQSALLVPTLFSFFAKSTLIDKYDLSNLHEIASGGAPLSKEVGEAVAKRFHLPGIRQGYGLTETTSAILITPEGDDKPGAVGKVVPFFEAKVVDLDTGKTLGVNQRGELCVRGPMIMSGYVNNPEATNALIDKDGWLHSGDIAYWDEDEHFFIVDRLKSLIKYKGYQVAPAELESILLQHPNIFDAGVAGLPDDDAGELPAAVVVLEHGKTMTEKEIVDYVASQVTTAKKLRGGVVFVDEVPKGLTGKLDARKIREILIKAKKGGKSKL
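Purified P. pyralis luciferase (10nM final) with 10uM D-luciferin and 10uM ATP (Km levels) in 50mM Tris acetate pH 7.5, 10mM Mg acetate, 0.01% Tween-20, 0.05% BSA; qHTS 6-point titration, ~60 µM downward; luminescence read.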
An asterisk follows results filed as active. Potency means the concentration at half of the fitted maximal effect.

What do the screens show for `Cc1c(C(=O)NCc2ccccc2)oc2ccc(S(=O)(=O)N3CCC(C)CC3)cc12`?
FLuc modulator: 0%

Results for O=C1c2[nH]nc(-c3ccccc3O)c2C(c2ccccc2F)N1Cc1cccnc1 (stereo not drawn) ?
FLuc modulator: -6%

How did Cc1ccc(-c2noc(CN(C3CCCCC3)S(=O)(=O)c3ccc(Cl)cc3)n2)cc1 do in these assays?
FLuc modulator: -2%

How did CCOC(=O)C1CCN(C(=O)c2ccccc2NC(=O)c2nsc3ccccc23)CC1 do in these assays?
FLuc modulator: -19%

What do the screens show for `CCOc1ccc(N2CC(NC(=O)c3ccco3)CC2=O)cc1` (stereo not drawn)?
FLuc modulator: -2%

Results for Cc1ccc(C)c(NC(=O)N2CCN(c3nnc(C)c4c(C)n(-c5ccccc5)nc34)CC2)c1 ?
FLuc modulator: 0%

Results for O=c1oc2ccc(F)cc2cc1-c1nc(-c2cccs2)no1 ?
FLuc modulator: inconclusive

Results for CCOC(=O)c1cccc(NC(=O)c2cnc3sc(N4CCOCC4)nn3c2=O)c1 ?
FLuc modulator: -13%

Results for COc1ccc(-c2cc(C(=O)Oc3cccc(C)c3)c3ccccc3n2)cc1 ?
FLuc modulator: inconclusive

Results for CCOc1ccc(CCNC(=O)NCc2noc3ccc(C)cc23)cc1 ?
FLuc modulator: inconclusive

How did COc1ccccc1C(=O)NCc1ccc2c(c1)CCN2C(=O)c1cccc(C)c1 do in these assays?
FLuc modulator: -7%

Results for Fc1ccc(-c2noc3ncnc(NCc4ccc(Cl)cc4)c23)cc1 ?
FLuc modulator: -8%

What do the screens show for `Cc1c(C(=O)N(Cc2ccc(N(C)C)cc2)Cc2ccco2)oc2cc(Br)ccc12`?
FLuc modulator: -2%

How did COc1ccc(-c2noc(-c3ccccc3NC(=O)c3cc(OC)c(OC)c(OC)c3)n2)cc1 do in these assays?
FLuc modulator: 0%

How did Cn1nc(C(=O)N2CCN(c3ccccc3)CC2)c2c1-c1ccccc1SC2 do in these assays?
FLuc modulator: -9%

Results for O=C(CSc1nc(-c2ccccc2)cn1-c1ccccc1)Nc1ccccc1 ?
FLuc modulator: -11%

What do the screens show for `COc1cc(C2CC(=O)c3c([nH]c(C(=O)OCC4CCCCC4)c3C)C2)cc(OC)c1OC` (stereo not drawn)?
FLuc modulator: 5%

How did COC(=O)c1c(NC(=O)CCCOc2ccccc2C)sc2c1CCC2 do in these assays?
FLuc modulator: 4%

How did CCCCOc1ccc(C(=O)NCCS(=O)(=O)N2CCN(c3ccccc3OC)CC2)cc1 do in these assays?
FLuc modulator: -14%

Results for CN(C(=O)c1cnc(N2CCOCC2)c2ccccc12)c1ccccc1F ?
FLuc modulator: 0%

Results for COc1ccc(-c2ccc(CNc3ccc4[nH]c(=O)[nH]c4c3)o2)cc1Cl ?
FLuc modulator: -5%

What do the screens show for `CCN(C(=O)c1cc(S(=O)(=O)N2CCCC2)cn1C)c1ccc(OC)cc1`?
FLuc modulator: 1%

How did CC(C)(C)C1CCc2c(sc(NC(=O)c3ccco3)c2C(=O)Nc2ccccc2Cl)C1 (stereo not drawn) do in these assays?
FLuc modulator: -7%

How did Cc1ccc(NC(=O)CN(CCc2ccccc2)S(=O)(=O)c2ccccc2)c(C)c1 do in these assays?
FLuc modulator: 1%

Results for O=C1C(c2ccc(F)cc2)N(CCc2ccccc2)C(=O)CN1C1CCCCC1 (stereo not drawn) ?
FLuc modulator: 0%

Results for CCC(=O)N1CCc2cc(S(=O)(=O)NC(C(=O)NCc3ccccc3Cl)C(C)C)ccc21 (stereo not drawn) ?
FLuc modulator: -3%

What do the screens show for `O=C(Nc1cccc(C(=O)OCc2cc(=O)n3c4c(sc3n2)CCCC4)c1)c1cccc(F)c1`?
FLuc modulator: inconclusive

What do the screens show for `CCc1nnc2c3ccccc3nc(Nc3ccc(C(C)=O)cc3)n12`?
FLuc modulator: -6%

What do the screens show for `Cc1ccc(-n2c(=O)c3oc4ccccc4c3n(CC(=O)Nc3ccccc3)c2=O)cc1C`?
FLuc modulator: -6%

How did O=c1c2oc3ccccc3c2n(Cc2ccccc2F)c(=O)n1Cc1ccc2c(c1)OCO2 do in these assays?
FLuc modulator: -2%

How did Cc1ccc(-n2nc(CO)c(C(=O)NCc3cccs3)n2)cc1 do in these assays?
FLuc modulator: -7%

Results for COC(=O)c1cc2oc(C)cc2n1Cc1ccc(Br)cc1F ?
FLuc modulator: 2%

What do the screens show for `CC(=O)N(Cc1cccnc1)c1nc2ccc(F)cc2s1`?
FLuc modulator: 3%

How did Cc1ccc(-n2nc(C(=O)N(C)c3ccccc3Cl)c3c4ccccc4n(C)c3c2=O)cc1 do in these assays?
FLuc modulator: -1%

What do the screens show for `COC(=O)c1ccc2c(=O)n(CCCCCC(=O)NCCc3ccccc3)c(=O)[nH]c2c1`?
FLuc modulator: -1%

What do the screens show for `COc1cc(OC)cc(C(=O)NCC(c2cccs2)S(=O)(=O)c2ccc(F)c(C)c2)c1` (stereo not drawn)?
FLuc modulator: -2%

How did COc1cccc(CNC(=O)c2c(C)oc3ncnc(N4CCOCC4)c23)c1 do in these assays?
FLuc modulator: 2%

How did COc1ccc(N2CCN(CCCNC(=O)c3ccc4nc(Cc5ccccc5)oc4c3)CC2)cc1 do in these assays?
FLuc modulator: 1%

How did Cc1ccc(-n2c(=O)c3c(c4cc(C)ccc4n3C)n(Cc3ccc(F)cc3)c2=O)cc1 do in these assays?
FLuc modulator: -1%

What do the screens show for `O=S(=O)(Nc1cc(F)ccc1F)c1ccc2[nH]c3c(c2c1)CCCCC3`?
FLuc modulator: inconclusive

Results for COc1ccc(NC(=O)Cn2c(=O)n(-c3cccc(C)c3)c(=O)c3c2c2cc(C)ccc2n3C)cc1Cl ?
FLuc modulator: -2%

What do the screens show for `O=C(Nc1ccccc1C(F)(F)F)C1CCN(S(=O)(=O)Cc2ccccc2)CC1`?
FLuc modulator: -2%

Results for CCc1ccc(CNC(=O)c2cc3ccccn3n2)cc1 ?
FLuc modulator: inconclusive

How did CCc1c(C)nc2nncn2c1NCc1ccc(Cl)cc1 do in these assays?
FLuc modulator: -2%

What do the screens show for `Cc1ccc(SCc2nc(-c3ccc(C(=O)NCc4ccc(Cl)cc4)cc3)oc2C)cc1`?
FLuc modulator: 4%

What do the screens show for `Cc1ccc(OCc2cc(=O)n3ccsc3n2)c(NC(=O)c2ccco2)c1`?
FLuc modulator: -4%

Results for CC1=C(C(=O)Nc2ccc(C)cc2C)C(c2ccccc2)n2nc(SCC(=O)c3ccc(C)cc3)nc2N1 (stereo not drawn) ?
FLuc modulator: -2%

What do the screens show for `CC(=O)N1c2ccc(S(=O)(=O)NCC3CCC(C(=O)NCCC(C)C)CC3)cc2CC1C` (stereo not drawn)?
FLuc modulator: 2%

What do the screens show for `CCOC(=O)CSc1nc(-c2ccc(F)cc2)cc(C(F)(F)F)c1C#N`?
FLuc modulator: -5%

What do the screens show for `COc1cccc(NC(=O)C(=O)NCC(c2cccnc2)N2CCN(c3ccccc3)CC2)c1` (stereo not drawn)?
FLuc modulator: -11%

How did COc1cccc(-c2nc(CS(=O)CC(=O)N3CCN(c4cccc(C(F)(F)F)c4)CC3)c(C)o2)c1 (stereo not drawn) do in these assays?
FLuc modulator: 2%

Results for Cc1ccc(NC(=O)CCc2nc3cccnc3n2-c2ccccc2)cc1 ?
FLuc modulator: -6%

Results for Cc1ccccc1CNC(=O)CSc1nnc(C)c2c(C)n(-c3ccccc3)nc12 ?
FLuc modulator: -17%

Results for CCCCNC(=O)CSc1nc2n[nH]c(C)c2c(=N)n1-c1ccccc1CC ?
FLuc modulator: -1%

How did CC(=O)NCc1nc2cccnc2n1Cc1ccccc1 do in these assays?
FLuc modulator: 0%

Results for CC(C)(C)OC(=O)N1CCC(c2c(C(=O)O)cnn2-c2ccc(F)cc2F)CC1 ?
FLuc modulator: -3%

What do the screens show for `CC(C)N(C(=O)CSc1cn(CC(=O)N2CCCCCC2)c2ccccc12)C(C)C`?
FLuc modulator: 1%

How did O=C(Nc1ccc2nc(SCC(=O)N3CCc4ccccc43)sc2c1)c1ccc(Cl)cc1 do in these assays?
FLuc modulator: 5%

How did CCOC(=O)CSc1nc(-c2ccc(C)cc2C)cc(-c2ccccc2)c1C#N do in these assays?
FLuc modulator: -4%

What do the screens show for `COC(=O)c1ccc(C2c3c(oc4ccc(C)cc4c3=O)C(=O)N2Cc2ccc3c(c2)OCO3)cc1` (stereo not drawn)?
FLuc modulator: 0%

What do the screens show for `CC(C)Oc1ccc(CNC(=O)c2sc3ncccc3c2-n2cccc2)cc1`?
FLuc modulator: -2%

How did Cc1ccc(-c2cn3nc(N4CCCC(C(=O)Nc5ccc(F)cc5)C4)sc3n2)cc1 (stereo not drawn) do in these assays?
FLuc modulator: 12µM*

How did O=C(CCC(=O)N1Cc2ccccc2Oc2ncccc21)NCc1cccc(Cl)c1 do in these assays?
FLuc modulator: -12%

Results for COc1ccc(NS(=O)(=O)c2ccc3[nH]c4c(c3c2)CCCC4)cc1OC ?
FLuc modulator: -9%

How did CCCCCS(=O)(=O)c1oc(-c2cccs2)nc1S(=O)(=O)c1ccc(C)cc1 do in these assays?
FLuc modulator: -13%

Results for CC(=O)N1CCCc2cc(S(=O)(=O)N3CCCC(C(=O)Nc4ccc(F)cc4F)C3)ccc21 (stereo not drawn) ?
FLuc modulator: -6%

How did CCc1ccc(S(=O)(=O)Nc2ccc(-c3ccc(N4CCCCCC4)nn3)cc2)cc1 do in these assays?
FLuc modulator: inconclusive

How did O=C(NCCCN1CCN(c2ccc(F)cc2)CC1)c1sc2ncccc2c1-n1cccc1 do in these assays?
FLuc modulator: 2%

Results for COc1ccc2c(Sc3ccccc3)c(C(=O)NCC(C)c3ccccc3)[nH]c2c1 (stereo not drawn) ?
FLuc modulator: inconclusive

How did CN1C(=O)c2ccccc2Sc2ccc(NC(=O)NCc3ccc(Cl)cc3)cc21 do in these assays?
FLuc modulator: -8%

No new results follow: 3 of the compounds above.
What do the screens show for `CC(C)Oc1ccc(CNC(=O)c2sc3ncccc3c2-n2cccc2)cc1`?
FLuc modulator: -2%

How did Cc1ccc(-c2cn3nc(N4CCCC(C(=O)Nc5ccc(F)cc5)C4)sc3n2)cc1 (stereo not drawn) do in these assays?
FLuc modulator: 12µM*

How did O=C(CCC(=O)N1Cc2ccccc2Oc2ncccc21)NCc1cccc(Cl)c1 do in these assays?
FLuc modulator: -12%

The listing continues.
What do the screens show for `CN1C(=O)c2ccccc2Sc2ccc(NC(=O)Nc3ccccc3F)cc21`?
FLuc modulator: -8%

Results for CCOc1ccc(CCNC(=O)CCSCc2ccc(Cl)cc2)cc1OCC ?
FLuc modulator: 0%

What do the screens show for `CCOC(=O)c1ccc(NS(=O)(=O)c2ccc(-c3cc(C)no3)cc2)cc1`?
FLuc modulator: inconclusive

How did O=C(Nc1c(O)c2ccccc2oc1=O)c1cccc(F)c1 do in these assays?
FLuc modulator: -3%

Results for CCCNC(=O)CCC(=O)N1Cc2cccc(OC)c2Oc2ncccc21 ?
FLuc modulator: 3%

What do the screens show for `CCOC(=O)c1c(NC(=O)c2ccc(C)cc2)sc2c1CCCCC2`?
FLuc modulator: 4%

What do the screens show for `Cc1c(CNC2CCCCC2)c(C(=O)O)c(C)n1Cc1ccc(F)cc1`?
FLuc modulator: 2%

How did CCN(CC)CCCNc1oc(-c2ccc(OC)cc2)nc1C#N do in these assays?
FLuc modulator: -2%

Results for CC(=O)N1CCc2cc(S(=O)(=O)NC(Cc3ccccc3)C(=O)NCc3ccccc3Cl)ccc21 (stereo not drawn) ?
FLuc modulator: -3%

Results for Cc1oc2cc3oc(=O)c(CC(=O)N4CCCCC4)c(C)c3cc2c1C ?
FLuc modulator: -9%

How did COc1ccc(-c2c(C#N)c(SCC(=O)Nc3ccccc3C)nc(C)c2C(=O)Nc2ccc(Cl)cc2)cc1 do in these assays?
FLuc modulator: -1%

How did CC(Oc1ccccc1)C(=O)Nc1cccc(-c2cn3cccnc3n2)c1 (stereo not drawn) do in these assays?
FLuc modulator: -13%

Results for CN1C(C(=O)Nc2ccc(F)cc2F)=CC(c2ccc3c(c2)OCO3)=NS1(=O)=O ?
FLuc modulator: -3%

How did Cc1nc2ccc(S(=O)(=O)CCC(=O)Nc3ccccc3C)cc2s1 do in these assays?
FLuc modulator: -1%

What do the screens show for `Cc1c(Cl)cccc1NC(=O)C(C)n1c(=O)cc(-c2ccccc2)c2c(C)nn(C)c21` (stereo not drawn)?
FLuc modulator: -1%

Gathered by group: the compounds so far containing a thiophene ring, fused or not.
Results for O=c1oc2ccc(F)cc2cc1-c1nc(-c2cccs2)no1 ?
FLuc modulator: inconclusive

How did COC(=O)c1c(NC(=O)CCCOc2ccccc2C)sc2c1CCC2 do in these assays?
FLuc modulator: 4%

How did CC(C)(C)C1CCc2c(sc(NC(=O)c3ccco3)c2C(=O)Nc2ccccc2Cl)C1 (stereo not drawn) do in these assays?
FLuc modulator: -7%

How did Cc1ccc(-n2nc(CO)c(C(=O)NCc3cccs3)n2)cc1 do in these assays?
FLuc modulator: -7%

What do the screens show for `COc1cc(OC)cc(C(=O)NCC(c2cccs2)S(=O)(=O)c2ccc(F)c(C)c2)c1` (stereo not drawn)?
FLuc modulator: -2%

What do the screens show for `CC(C)Oc1ccc(CNC(=O)c2sc3ncccc3c2-n2cccc2)cc1`?
FLuc modulator: -2%

How did CCCCCS(=O)(=O)c1oc(-c2cccs2)nc1S(=O)(=O)c1ccc(C)cc1 do in these assays?
FLuc modulator: -13%

How did O=C(NCCCN1CCN(c2ccc(F)cc2)CC1)c1sc2ncccc2c1-n1cccc1 do in these assays?
FLuc modulator: 2%

What do the screens show for `CCOC(=O)c1c(NC(=O)c2ccc(C)cc2)sc2c1CCCCC2`?
FLuc modulator: 4%

An excerpt, so the mix of outcomes need not match the whole.
